HT1080NT lethal – qHTS for induction of synthetic lethality in tumor cells producing 2HG: qHTS for the HT-1080-NT fibrosarcoma cell line; HT-1080-NT fibrosarcoma viability, CellTiter-Glo ATP luminescence, 48 h; Potency, µM (doses to about 46.1 µM), for the others: top-dose activity, negative = less viability, usual class: cytotoxic; 360,000 tested, 1.6% active;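 further: NT is the 2HG producing partner of a matched IDH1 knockdown line; potency means the concentration at half of the fitted maximal effect; 0% = DMSO-treated cells and -100% = media-only wells without cells; nearly all actives have a fitted effect of over 55% in size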
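750 cells/well, RPMI + 5% FBS; 2 h settle, compound pin-transfer, 48 h at 37 degrees C. CellTiter-Glo 10 min RT, luminescence. Normalized to DMSO and media-only wells.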
HT1080 IDH1KD tx – qHTS for induction of synthetic lethality in tumor cells producing 2HG: qHTS for the HT-1080-IDH1KD cell line | Potency, µM (titrated, usually from 46.1 µM), for the others: at the highest dose activity, negative = toxicity, hits mostly cytotoxic | 360,000 tested, 2% active | HT-1080 IDH1 knockdown viability, ATP luminescence, 48 h | AID 686971, 2013;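 further: potency means the concentration at half of the fitted maximal effect; 0% = DMSO wells and -100% = cell-free medium wells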
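Luminescent ATP read-out (CellTiter-Glo, 10 min at room temperature) after 48 h compound exposure at 37 °C gave viability of IDH1-knockdown HT-1080 cells. Activity was normalised to DMSO and cell-free wells, then fitted as concentration-response curves.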
HepG2 tox – qHTS for Inhibitors of TGF-b: Cytotox Counterscreen; HepG2 CAGA-GFP viability, ATP luminescence, 18 h; Potency, µM (titrated, usually from 46.1 µM), for the others: at the highest dose activity change, negative = cytotoxicity, hits mostly cytotoxic; 410,000 tested, 0.76% active; AID 588856, 2011; further: potency means the concentration at half of the fitted maximal effect; some results filed as inactive show a strong effect at the top dose
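CellTiter-Glo luminescence gave cytotoxicity after 18 hours at 37 degrees C. The cells were HepG2 CAGA-GFP in 1% FBS DMEM, stimulated with 500 pg/mL TGF-beta after compound addition. %Activity was normalised to no-cell wells (complete cell-killing) and DMSO (no toxicity), and curves were fitted and classified.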
IL-1B inflam inh – qHTS for Inhibitors of Inflammasome Signaling: IL-1-beta AlphaLISA Primary Screen; AID 743279, 2014; THP-1 LPS/ATP IL-1B secretion, AlphaLISA, 16 h; stronger effect = lower value; 360,000 tested, 4.7% active; activity change, % at 57.5 µM; in the data active means activity change below about -50%; inconclusive means mostly about -30% to -49%; further: on the % scale 0 is the no-effect control and ±100 the full control effect
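Secreted IL-1B measured by AlphaLISA bead assay after 16 h compound exposure of THP-1 cells; compounds (final up to 57.5 uM) added 1 h before LPS (250 ng/mL) and ATP (1.25 mM) stimulation; lower signal means less secretion.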
SW480 rerep – A quantitative high throughput screen for small molecules that induce DNA re-replication in SW480 colon adenocarcinoma cells. Potency, µM (doses to about 46.1 µM), for inactives: at the highest dose re-replication activation, most hits filed as activators. SW480 DNA re-replication, Hoechst DNA content imaging, 48 h. 340,000 tested, 1.8% active; further: potency means the concentration at half of the fitted maximal effect; % of control where 0% means no effect; nearly all actives have a fitted effect of over 55% in size
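Hoechst fluorescence of nuclei (405 nm excitation, 500-530 nm emission) measured by plate-scanning imager after 48 hr compound exposure at 37 C; re-replication scored as increased number of nuclei with elevated intensity.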
ATXN viability – Viability Counterscreen for Primary qHTS for Inhibitors of ATXN expression. S2 cells (HEK-293 line with an ATXN2-luciferase reporter) viability, CellTiter-Fluor protease fluorescence, 24 h. Potency, µM (doses to about 56.7 µM), actives largely listed as cytotoxic. 400,000 tested, 0.49% active; further: potency means the concentration at half of the fitted maximal effect; nearly all actives have a fitted effect of over 40% in size
ATXN2 expr inh – Primary qHTS for Inhibitors of ATXN expression. Potency, µM (doses to about 57 µM), inactives show at the highest dose activity change, negative = inhibition, usual class: inhibitors. HEK-293 ATXN2-luciferase reporter, luminescence, 24 h. AID 1745845, 2022. 360,000 tested, 0.72% active; further: potency means the concentration at half of the fitted maximal effect; on the % scale 0 is the no-effect control and ±100 the full control effect; nearly all actives have a fitted effect of over 55% in size
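qHTS (up to 57 uM final) was run with 24 h compound exposure of reporter cells at 37 °C. Each well was multiplexed: SteadyGlo luminescence measured ATXN2-luciferase expression after a fluorogenic Gly-Phe-AFC viability readout (25 uM final).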
MCF10A rereplic – A quantitative high throughput screen for small molecules that induce DNA re-replication in MCF 10a normal breast cells | 350,000 tested, 2.9% active | MCF 10A DNA re-replication, Hoechst nuclear intensity, 48 h | AID 624296, 2012 | Potency, µM (series often up to 46.1 µM), inactives show at the top dose activity, positive = re-replication, actives largely listed as activators; further: potency means the concentration at half of the fitted maximal effect; % of control where 0% means no effect; nearly all actives have a fitted effect of over 50% in size
KB-3-1 tox – qHTS assay for MDR1-selective chemotherapeutics: Primary screen using the parental adenocarcinoma cell KB-3-1; KB-3-1 viability, CellTiter-Glo ATP luminescence, 72 h; Potency, µM (highest dose often 46.1 µM), inactives show at the highest dose activity change, negative = cytotoxic, usual class: cytotoxic; 400,000 tested, 1.4% active; AID 1347075, 2019; further: potency means the concentration at half of the fitted maximal effect; on the % scale 0 is the no-effect control and ±100 the full control effect; nearly all actives have a fitted effect of over 60% in size
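Cytotoxicity in the drug-sensitive parental line KB-3-1 was scored as loss of CellTiter-Glo luminescence following 72 h incubation with compound. Values come from curve fitting of normalized concentration-response data.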
The depositor's hits bear a star; i = inactive; ? = inconclusive; / = not tested or not shown; [ ] = another dose, or the depositor's remark. Unless noted, the call rests on the fitted dose curve; in most records, active means well fitted curve in the direction sought with a large enough effect; inconclusive means small, poorly fitted or top-dose-only effect, or another doubt; inactive means no such curve, though single readings can be large; an effect the other way counts as inactive or inconclusive.

cpd	SMILES	HT1080NT lethal	HT1080 IDH1KD tx	HepG2 tox	IL-1B inflam inh	SW480 rerep
1	CCCc1cc(=O)oc2cc(OCC(=O)N(C)C)c(Cl)cc12	-2%	-2%	-22%	15	-4%
2	CCCCCCNC(=O)CC(c1ccccc1)c1cc(Br)ccc1O (stereo unspecified)	?	?	13µM*	?	1%
3	Cc1ccc(S(=O)(=O)N(C)C)cc1NC(=O)COC(=O)c1ccc2ccccc2n1	-1%	-1%	-7%	17	-42%[inhibitor]
4	CCC1c2ccccc2C(=O)C1C(N)=O (stereo unspecified)	15%	15%	6%	1	-2%
5	CCn1c2ccccc2c2cc(NC(=O)CSc3nnc(-c4ccc(OC)c(OC)c4)n3N)ccc21	11%	8%	-11%	25	-18%
6	O=C(CCN1C(=O)/C(=C/c2ccccc2Cl)SC1=S)NC1CCCC1	-3%	-2%	34%	?	-15%
7	Cc1ccc(C(=O)OCC(=O)NCC2CCCO2)c(C)c1 (stereo unspecified)	6%	6%	5%	13	0%
8	O=C(OCc1ccccc1)/C(=C/c1cccc(Br)c1)NC(=O)c1ccco1	-13%	-20%	0%	0	?

cpd	ATXN viability	ATXN2 expr inh	MCF10A rereplic	KB-3-1 tox
1	i	-5%	26%	-1%
2	i	?	?	?
3	i	9%	7%	-8%
4	i	4%	-3%	-1%
5	/	/	0%	4%
6	i	-22%	8%	5%
7	i	6%	-1%	0%
8	i	-35%	1%	-1%

More compounds.
cpd	SMILES	HT1080NT lethal	HT1080 IDH1KD tx	HepG2 tox	IL-1B inflam inh	SW480 rerep
9	COc1cccc2cc(-c3nnc(SCC(=O)Nc4cc(C(F)(F)F)ccc4Cl)n3N)oc12	-29%	-22%	-2%	18	-7%
10	CC(C)(C)c1cn(-c2ccc(F)cc2)c(=S)[nH]1	-2%	8%	7%	0	0%
11	CC(C)c1nnc(NC(=O)c2ccc(S(=O)(=O)N3CCOCC3)cc2)s1	13%	11%	1%	11	-15%
12	COc1ccccc1C(=O)COC(=O)c1cc([N+](=O)[O-])ccc1N1CCOCC1	-4%	1%	-2%	?	11%
13	Cc1cccc(Cn2c(SCc3ccc(C(=O)NC4CCCCC4)cc3)nc3ccncc32)c1	/	/	-35%	/	/
14	Cc1ccc(Nc2nnc(SCC3CCCCO3)s2)cc1 (stereo unspecified)	17%	3%	-20%	-7	2%
15	CC(=O)c1ccc(-n2c(=O)[nH]c(=O)c3c(N)c(C(=O)c4ccc(Cl)cc4)sc32)cc1	21µM*	23µM*	-28%	179	18µM*
16	O=C1c2ccccc2CCCC12N=NCC2c1cccc2ccccc12 (stereo unspecified)	-28%	?	-28%	10	-1%

cpd	ATXN viability	ATXN2 expr inh	MCF10A rereplic	KB-3-1 tox
9	?	-19%	1%	-14%
10	i	2%	-3%	-1%
11	i	-7%	-1%	2%
12	i	4%	2%	12%
13	i	-17%	/	3%
14	?	22%	8%	7%
15	i	-16%	?	-26%
16	i	?	17%	-17%

Later entries
cpd	SMILES	HT1080NT lethal	HT1080 IDH1KD tx	HepG2 tox	IL-1B inflam inh	SW480 rerep
17	CCC(C)C(N)C1=NC(C(=O)N[C@@H](CC(C)C)C(=O)N[C@H](CCC(=O)[O-])C(=O)N[C@H](C(=O)N[C@H]2CCCCNC(=O)[C@H](CC(N)=O)NC(=O)[C@@H](CC(=O)[O-])NC(=O)[C@H](Cc3cnc[nH]3)NC(=O)[C@@H](Cc3ccccc3)NC(=O)[C@H]([C@@H](C)CC)NC(=O)[C@@H](CCCN)NC2=O)[C@@H](C)CC)CS1.[Zn+2] (stereo partly specified)	10%	2%	-8%	-3	-14%
18	O=C(CSc1nc(-c2cccs2)nc2cc(=O)[nH]n12)Nc1cccc(C(F)(F)F)c1	/	/	-9%	/	/
19	CCCC(c1nnnn1Cc1ccccc1)N1CCN(c2ccccc2OC)CC1 (stereo unspecified)	1%	3%	-12%	14	1%
20	Cc1onc(-c2c(Cl)cccc2Cl)c1C(=O)Nc1ccc(C(N)=O)cc1	4%	-4%	-3%	12	-32%[inhibitor]
21	CN(C)c1ccc(C(=O)Nc2cccc(S(=O)(=O)N3CCCC3)c2)cc1	-5%	-1%	-19%	?	-13%
22	COc1cc2nc(C3CCC3)nc(N3CCN(c4ccccn4)CC3)c2cc1OC	8%	1%	40%	-99*	1%
23	COc1ccc(OC)c(C(c2c(O)nc(SC)[nH]c2=O)c2c(O)nc(SC)[nH]c2=O)c1	7%	0%	-1%	-14	0%
24	Cc1cccc(C)c1NC(=O)COC(=O)c1ccccc1O	-3%	1%	3%	12	3%

cpd	ATXN viability	ATXN2 expr inh	MCF10A rereplic	KB-3-1 tox
17	i	2%	?	0%
18	i	3%	/	1%
19	i	-7%	2%	-6%
20	i	7%	?	26%
21	i	17%	?	4%
22	i	-15%	?	?
23	i	5%	?	2%
24	i	6%	?	4%

Pulled by compound from the list above (two):
cpd	SMILES	HT1080NT lethal	HT1080 IDH1KD tx	HepG2 tox	IL-1B inflam inh	SW480 rerep
10	CC(C)(C)c1cn(-c2ccc(F)cc2)c(=S)[nH]1	-2%	8%	7%	0	0%
20	Cc1onc(-c2c(Cl)cccc2Cl)c1C(=O)Nc1ccc(C(N)=O)cc1	4%	-4%	-3%	12	-32%[inhibitor]

cpd	ATXN viability	ATXN2 expr inh	MCF10A rereplic	KB-3-1 tox
10	i	2%	-3%	-1%
20	i	7%	?	26%

The list continues.
cpd	SMILES	HT1080NT lethal	HT1080 IDH1KD tx	HepG2 tox	IL-1B inflam inh	SW480 rerep
25	CCOc1ccc(N(C(=O)c2ccc(OC)cc2)S(=O)(=O)c2ccc3c(c2)n(C)c(=O)n3C)cc1	/	/	-7%	/	/
26	COc1ccc(C(=O)Nc2ccc3ncccc3c2)cc1	-15%	-11%	-13%	-24	-4%
27	O=C(NCc1ccccc1Cl)C1CCN(S(=O)(=O)N2CCCCC2)CC1	0%[9.24 µM]	-2%	-26%	-7	1%
28	CCOC(=O)CSC1=C(C#N)C(c2ccco2)C(C(=O)OCc2ccccc2)=C(C)N1 (stereo unspecified)	?	?	-36%	49	187%
29	O=[N+]([O-])c1ccc(NC2CCN(Cc3ccccc3)CC2)c([N+](=O)[O-])c1	?	-19%	-36%	-3	1%
30	COc1cc2c(cc1OC)C(=S)NC(C)(C)C2	10µM*	?	-4%	-9	?
31	CCCCNC(=O)c1ccc2nc(CC)c(N(CC)CCN(C)C)n2c1	3%	?	3%	10	/
32	NC(CSC(c1ccccc1)(c1ccccc1)c1ccccc1)C(=O)O (stereo unspecified)	?	?	15%	10	6.5µM*

cpd	ATXN viability	ATXN2 expr inh	MCF10A rereplic	KB-3-1 tox
25	?	-8%	/	?
26	i	20µM*	0%	-15%
27	i	23%	-4%	-6%
28	i	-28%	?	?
29	i	/	1%	0%
30	i	-8%	0%	-10%
31	i	12%	/	0%
32	?	-22%	6.5µM*	3.7µM*

(more compounds)
cpd	SMILES	HT1080NT lethal	HT1080 IDH1KD tx	HepG2 tox	IL-1B inflam inh	SW480 rerep
33	Cc1cccc(N2C(=O)N(Cc3ccc(C(C)(C)C)cc3)c3ccccc3S2(=O)=O)c1	/	/	-1%	/	/
34	CCCCCn1nnnc1C1c2ccccc2C(=O)N1Cc1ccco1 (stereo unspecified)	3%	14%	/	0	/
35	Cc1ccc(N(CC2CO2)S(=O)(=O)c2ccc(C)cc2)cc1 (stereo unspecified)	-4%	-19%	4%	-23	-4%
36	Cc1cccc(Cn2c(CN3CCC(C(=O)NCCc4ccccc4)CC3)cc3ccccc32)c1	/	/	-31%	/	/
37	CCOc1ccc(N(CC(=O)NC2CCCCC2)C(=O)CSc2nnc(COc3ccccc3)o2)cc1	?	-19%	-5%	?	-1%[9.22 µM]
38	Cc1ccc(NC(=O)C(c2ccccc2)N2CCN(C(=O)c3ccco3)CC2)cc1 (stereo unspecified)	0%	-2%	9%	16	7%
39	O=C1OCCC1Sc1nc2ccccc2[nH]1 (stereo unspecified)	-1%	7%	-1%	13	-9%
40	COc1ccc(Cn2cc(CN3CC(N(C)C)CS3(=O)=O)nn2)cc1 (stereo unspecified)	-1%	8%	/	-1	/
41	Cc1ccc(NC(=O)CC2CS(=O)(=O)CC2CC(=O)Nc2ccc(C)c(C)c2)cc1C (stereo unspecified)	1%	-8%	3%	-8	0%[9.22 µM]
42	CC(=O)C1C(c2ccc(Cl)cc2)c2c(n[nH]c2C)CC1(C)O (stereo unspecified)	-4%	2%	13%	0	83%
43	CCc1cccc2c(C(=O)C(NCCOC)c3ccccc3)c[nH]c12 (stereo unspecified)	?	-9%	-20%	-23	-1%

cpd	ATXN viability	ATXN2 expr inh	MCF10A rereplic	KB-3-1 tox
33	i	-17%	/	-2%
34	i	5%	/	22%
35	i	3%	-26%	-22%
36	?	-17%	/	?
37	?	-35%	21%	-7%
38	i	14%	-11%	-2%
39	i	9%	2%	0%
40	i	4%	/	14%
41	i	-2%	?	17%
42	i	-5%	-2%[9.22 µM]	-5%
43	i	-2%	?	-10%

Among those listed so far, two contain a nitro group on carbon:
cpd	SMILES	HT1080NT lethal	HT1080 IDH1KD tx	HepG2 tox	IL-1B inflam inh	SW480 rerep
12	COc1ccccc1C(=O)COC(=O)c1cc([N+](=O)[O-])ccc1N1CCOCC1	-4%	1%	-2%	?	11%
29	O=[N+]([O-])c1ccc(NC2CCN(Cc3ccccc3)CC2)c([N+](=O)[O-])c1	?	-19%	-36%	-3	1%

cpd	ATXN viability	ATXN2 expr inh	MCF10A rereplic	KB-3-1 tox
12	i	4%	2%	12%
29	i	/	1%	0%

High-throughput results as filed in PubChem BioAssay.
